Source: PubChem
MmCpn inh: blocks the Methanococcus maripaludis chaperonin Mm-Cpn. purified Mm-Cpn ATPase, ADP Transcreener TR-FRET. Potency, µM (doses to about 76.9 µM), for the others: at the top dose activity, negative = inhibition, usual class: inhibitors. hit rate 0.031% among 330,000; also: potency is read from the fitted curve at half-maximal effect; % is scaled to controls: 0 for no effect and ±100 for the full control effect; nearly all actives have a fitted effect of over 80% in size
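Reaction buffer contained 30 mM Tris pH 7.4, 100 mM KCl, 5 mM MgCl2 and 1 mM DTT. Mm-CPN (25 nM final) hydrolysed 10 uM ATP over 30 min at 37°C; ADP was read by HTRF.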
A549 tox: kills or reduces viability of A549 cells in Nrf2 counter-screen | A549 ARE-Fluc cells, CellTiter-Fluor viability, 18-24 h | AID 504648 | hit rate 0.16% among 390,000 | Potency, µM (highest dose often 46 µM), for the others: at the highest dose activity change, negative = cytotoxicity, actives largely listed as inhibitors; also: potency is read from the fitted curve at half-maximal effect; % is scaled to controls: 0 for no effect and ±100 for the full control effect
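A549 ARE_Fluc cells in 5% FBS OPTI-MEM were exposed to compounds in concentration-response for 18-24 h at 37 deg C. Viability was read by CellTiter-Fluor fluorescence (Ex 405/Em 525) after 30 min, before the luciferase read.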
CCT modulator: cytosolic chaperonin activity modulation; purified chaperonin ATPase assay, HTRF ADP detection, 30 min; activity change, % (test concentration not listed), hits read low; hit rate 0.3% among 360,000; AID 651819; in the data active = activity change below about -30%; also: % is scaled to controls: 0 for no effect and ±100 for the full control effect
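TRiC (40 or 20 nM final, by batch activity) in 30 mM Tris pH 7.4, 100 mM KCl, 5 mM MgCl2, 1 mM DTT was treated with compound at 76 uM single dose, then 10 uM ATP, 30 min at 37 °C. ADP was read by HTRF Transcreener.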
Nrf2 block: blocks Nrf2 signaling; AID 504444; Potency, µM (top dose mostly 46 µM), for the others: top-dose activity change, negative = inhibition, actives largely listed as inhibitors; A549 ARE-Fluc reporter, luciferase luminescence, 18-24 h; hit rate 2.1% among 360,000; also: potency is read from the fitted curve at half-maximal effect; % is scaled to controls: 0 for no effect and ±100 for the full control effect; nearly all actives have a fitted effect of over 60% in size
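A549 ARE_Fluc cells, 5000/well, 5% FBS OPTI-MEM; compounds in dose-response, 18-24 h at 37 °C/5% CO2; CellTiter-Fluor viability read (Ex 405/Em 525), then BugLite luciferase luminescence = Nrf2 activity.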
Nrf2 ARE act: activates Nrf2 signaling; AREc32 ARE-luciferase reporter (MCF7-derived line), luminescence, 24 h; Potency, µM (highest dose often 46.1 µM), for the others: at the highest dose activation, usual class: activators; AID 624171; hit rate 0.31% among 410,000; also: potency is read from the fitted curve at half-maximal effect; % of control where 0% means no effect; nearly all actives have a fitted effect of over 65% in size
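AREc32 cells carrying an ARE-driven firefly luciferase reporter were seeded at 1000 cells/well in OPTI-MEM with 5% FBS, then exposed to compound for 24 hr at 37 deg C. Luminescence was read with Steady-Glo after 30 min at RT.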
EPAC2 antagonist: EPAC2 (human) antagonism; EPAC2 GEF exchange of Rap1B-BODIPY-GDP, fluorescence; Potency, µM (titrated, usually from 114 µM), for the others: at the top dose activity, negative = inhibition, most hits filed as inhibitors; hit rate 0.18% among 360,000; AID 720708; also: potency is read from the fitted curve at half-maximal effect; % is scaled to controls: 0 for no effect and ±100 for the full control effect; nearly all actives have a fitted effect of over 45% in size; many of its hits are not listed in these tables
Target sequence (Q8WZA2 whole entry, looked up): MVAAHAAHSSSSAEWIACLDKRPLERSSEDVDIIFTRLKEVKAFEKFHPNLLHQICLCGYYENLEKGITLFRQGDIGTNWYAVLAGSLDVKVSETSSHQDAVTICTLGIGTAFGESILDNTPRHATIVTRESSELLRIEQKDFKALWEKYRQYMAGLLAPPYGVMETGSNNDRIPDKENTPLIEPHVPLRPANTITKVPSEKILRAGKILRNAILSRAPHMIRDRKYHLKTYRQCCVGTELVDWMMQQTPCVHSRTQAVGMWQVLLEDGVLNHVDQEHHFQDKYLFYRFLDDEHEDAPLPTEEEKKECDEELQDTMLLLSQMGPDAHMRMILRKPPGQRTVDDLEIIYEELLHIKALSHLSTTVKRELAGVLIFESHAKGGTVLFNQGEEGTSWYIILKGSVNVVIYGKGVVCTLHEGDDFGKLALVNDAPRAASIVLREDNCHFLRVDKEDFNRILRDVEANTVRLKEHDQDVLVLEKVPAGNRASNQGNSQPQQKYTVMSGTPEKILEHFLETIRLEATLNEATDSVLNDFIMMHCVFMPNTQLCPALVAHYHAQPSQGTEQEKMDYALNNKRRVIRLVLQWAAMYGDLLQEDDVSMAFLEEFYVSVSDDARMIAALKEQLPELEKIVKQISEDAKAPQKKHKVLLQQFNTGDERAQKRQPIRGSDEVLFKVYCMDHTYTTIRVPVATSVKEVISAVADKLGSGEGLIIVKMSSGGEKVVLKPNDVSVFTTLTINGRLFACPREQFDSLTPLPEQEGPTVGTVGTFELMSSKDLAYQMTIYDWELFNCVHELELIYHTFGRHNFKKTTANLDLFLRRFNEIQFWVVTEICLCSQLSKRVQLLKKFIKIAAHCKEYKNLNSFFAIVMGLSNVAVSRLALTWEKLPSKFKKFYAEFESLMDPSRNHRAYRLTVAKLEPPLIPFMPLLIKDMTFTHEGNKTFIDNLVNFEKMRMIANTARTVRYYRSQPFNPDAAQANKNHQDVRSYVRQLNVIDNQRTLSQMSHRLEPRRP
TGFb inhibitor: blocks TGF-b signaling; hit rate 1.2% among 410,000; Potency, µM (top dose mostly 46.1 µM), for the others: top-dose activity, negative = inhibition, usual class: inhibitors; HepG2 CAGA-GFP TGF-b/SMAD3 reporter, GFP fluorescence, 18 h; TGF-beta stimulated, 500 pg/mL final; also: potency is read from the fitted curve at half-maximal effect; % is scaled to controls: 0 for no effect and ±100 for the full control effect; nearly all actives have a fitted effect of over 65% in size
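HEPG2 CAGA-GFP reporter cells (1000/well, DMEM with 1% FBS) received compounds, then recombinant TGF-beta at 500 pg/mL final for 18 hours at 37 degrees C. Per-cell GFP summed per well was normalised to unstimulated and stimulated DMSO controls before curve fitting.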
Akt phos inh: blocks phosphorylation of Akt | Neuro2A IGF-stimulated pAkt S473 HTRF, 20 min; stronger effect = lower value | activity change, % for hits at 50 µM | hit rate 0.32% among 360,000 | AID 651550; in the data active = activity change below about -80%; inconclusive = mostly about -51% to -80%; also: % is scaled to controls: 0 for no effect and ±100 for the full control effect
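Neuro2A cells (4,500/well, DMEM with 0.5% FBS) were treated with compound at a single 50 µM final concentration, stimulated with 6 nM IGF for 20 min at 37 °C, and lysed. Phospho-Akt Ser473 was read by HTRF as 665/615 ratio ×10^4.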
EPAC2 ag: activates human EPAC2 exchange factor. EPAC2 activation, biochemical qHTS; response scale: 100% = 6.5 mM cAMP response. Potency, µM (top dose mostly 154 µM), inactives show top-dose activation, actives largely listed as activators. hit rate 0.079% among 360,000. Q8WZA2; also: potency is read from the fitted curve at half-maximal effect; nearly all actives have a fitted effect of over 50% in size
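Each well held 100 nM EPAC2, 250 nM RAP1B-BODIPY-GDP and 50 uM GDP. Fluorescence, read at 5-min intervals to 30 min, was referenced to a 6.5 mM cAMP positive control.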
* = called active by the depositor; [ ] = remark or other dose. Unless noted, calls follow the shape of the dose curve; as a rule, active = well fitted curve in the direction sought with a large enough effect; inconclusive = small, poorly fitted or top-dose-only effect, or another doubt; inactive = no such curve, though single readings can be large; an effect the other way counts as inactive or inconclusive. The list is partial; the hit share may differ from the screen's.

How did Clc1ccccc1Cc1noc(CN2CCN3CCCC3C2)n1 (configuration not stated) do in these assays?
MmCpn inh: 3%; A549 tox: -4%; CCT modulator: -6.0; Nrf2 block: 6%; Nrf2 ARE act: -0.3%; EPAC2 antagonist: -5%; TGFb inhibitor: -1%; Akt phos inh: inactive; EPAC2 ag: 2%

Results for COc1ccc(CCN2CC(C(=O)N(C)CCOc3ccccc3)CCC2=O)cc1 (configuration not stated) ?
MmCpn inh: 2%; A549 tox: 0%; CCT modulator: -1.3; Nrf2 block: 8%; Nrf2 ARE act: 0.0%; EPAC2 antagonist: -9%; TGFb inhibitor: -1%; Akt phos inh: inactive; EPAC2 ag: 0%

Results for O=C(CNc1cccc(C(F)(F)F)c1)N/N=C/c1cn(-c2ccccc2)nc1-c1ccccc1 ?
MmCpn inh: 1%; A549 tox: 1%; CCT modulator: -0.9; Nrf2 block: -13%; Nrf2 ARE act: 7.1%; EPAC2 antagonist: -16%; TGFb inhibitor: -15%; Akt phos inh: inactive; EPAC2 ag: 5%

How did O=C(C1CCCN(S(=O)(=O)c2ccc([N+](=O)[O-])cc2)C1)N1CCCCC1 (configuration not stated) do in these assays?
MmCpn inh: 0%; A549 tox: -2%; CCT modulator: -1.7; Nrf2 block: -26%; Nrf2 ARE act: 0.1%; EPAC2 antagonist: -3%; TGFb inhibitor: -28%; Akt phos inh: inactive; EPAC2 ag: -1%

Results for COc1ccc(NC(=O)c2cc(Cl)ccc2NC(=O)c2ccco2)c(OC)c1 ?
MmCpn inh: 2%; A549 tox: -16%; CCT modulator: 1.4; Nrf2 block: -13%; Nrf2 ARE act: 0.3%; EPAC2 antagonist: 20%; TGFb inhibitor: -4%; Akt phos inh: inactive; EPAC2 ag: 7%

What do the screens show for `CC1CCCCC1NC(=O)C(Cc1ccccc1)NS(=O)(=O)c1cccs1` (configuration not stated)?
MmCpn inh: 1%; A549 tox: 3%; CCT modulator: -2.3; Nrf2 block: 18%; Nrf2 ARE act: -0.6%; EPAC2 antagonist: -15%; TGFb inhibitor: -17%; Akt phos inh: inactive; EPAC2 ag: 10%

What do the screens show for `COC(=O)[C@]1(Cc2ccccc2)N[C@H](c2ccc(-c3cccc(Cl)c3)cc2)[C@@H]2C(=O)N(C)C(=O)[C@@H]21`?
MmCpn inh: -5%; A549 tox: -1%; CCT modulator: -0.3; Nrf2 block: inconclusive; Nrf2 ARE act: 5.7%; EPAC2 antagonist: 2%; TGFb inhibitor: -16%; Akt phos inh: inactive; EPAC2 ag: 8%

What do the screens show for `CCCCCCN1C[C@@H](n2cc(-c3ccc(F)cc3)nn2)[C@H](O)C[C@@H]1c1ccc(Cl)cc1`?
CCT modulator: 0.6; Nrf2 ARE act: -0.1%; EPAC2 antagonist: -14%; TGFb inhibitor: inconclusive; Akt phos inh: inactive; EPAC2 ag: 2%

How did Cc1cc(-c2ccc(C)c(S(=O)(=O)NCc3ccc(OC(C)C)cc3)c2)on1 do in these assays?
MmCpn inh: -10%; A549 tox: -4%; CCT modulator: -1.2; Nrf2 block: 0%; Nrf2 ARE act: -0.4%; EPAC2 antagonist: inconclusive; TGFb inhibitor: -12%; Akt phos inh: inactive; EPAC2 ag: 6%

How did COC(=O)c1sccc1NC(=O)C1C2C=CC(C2)C1C(=O)O (configuration not stated) do in these assays?
MmCpn inh: -1%; A549 tox: 3%; CCT modulator: 1.1; Nrf2 block: 0%; Nrf2 ARE act: -0.4%; EPAC2 antagonist: 8%; TGFb inhibitor: 1%; Akt phos inh: inactive; EPAC2 ag: -3%

How did Cc1cccc(CN2C(=O)/C(=C\c3ccc(C(=O)NCCN4CCOCC4)cc3)Sc3ccccc32)c1 do in these assays?
MmCpn inh: -1%; A549 tox: -23%; CCT modulator: -2.9; Nrf2 block: inconclusive; Nrf2 ARE act: -1.7%; EPAC2 antagonist: -17%; TGFb inhibitor: inconclusive; Akt phos inh: inactive; EPAC2 ag: 23%

What do the screens show for `CCc1nc2c(OCc3ccc(C#N)cc3)cccn2c1N(C)C(=O)c1cccs1`?
CCT modulator: 0.7; Nrf2 ARE act: 3.0%; EPAC2 antagonist: -27%; TGFb inhibitor: -2%; Akt phos inh: inactive; EPAC2 ag: -6%

What do the screens show for `O=C(CCCc1ccccc1)Nc1ccccn1`?
MmCpn inh: 2%; A549 tox: -1%; CCT modulator: -1.6; Nrf2 block: inconclusive; Nrf2 ARE act: 1.8%; EPAC2 antagonist: -4%; TGFb inhibitor: -2%; Akt phos inh: inactive; EPAC2 ag: 11%

How did Cc1ccc(S(=O)(=O)NCCNS(=O)(=O)c2ccccc2Br)cc1 do in these assays?
MmCpn inh: 1%; A549 tox: -2%; CCT modulator: -0.3; Nrf2 block: 15%; Nrf2 ARE act: -0.1%; EPAC2 antagonist: 0%; TGFb inhibitor: -2%; Akt phos inh: inactive; EPAC2 ag: 7%

What do the screens show for `COc1ccc(N(Cc2cc3ccccc3[nH]c2=O)C(=O)c2cccc(Cl)c2)cc1`?
A549 tox: -3%; Nrf2 block: -8%; Nrf2 ARE act: 3.3%; TGFb inhibitor: -23%

The final 2 records of the section before are carried over, then new ones follow:
How did Cc1ccc(S(=O)(=O)NCCNS(=O)(=O)c2ccccc2Br)cc1 do in these assays?
MmCpn inh: 1%; A549 tox: -2%; CCT modulator: -0.3; Nrf2 block: 15%; Nrf2 ARE act: -0.1%; EPAC2 antagonist: 0%; TGFb inhibitor: -2%; Akt phos inh: inactive; EPAC2 ag: 7%

What do the screens show for `COc1ccc(N(Cc2cc3ccccc3[nH]c2=O)C(=O)c2cccc(Cl)c2)cc1`?
A549 tox: -3%; Nrf2 block: -8%; Nrf2 ARE act: 3.3%; TGFb inhibitor: -23%

What do the screens show for `CCOC(=O)C1=C(c2ccccc2)NC(SCC(=O)Nc2ccc(C)cc2)=C(C#N)C1c1ccco1` (configuration not stated)?
A549 tox: -17%[1.84 µM]; CCT modulator: -2.6; Nrf2 block: 21µM*; Nrf2 ARE act: -0.5%; EPAC2 antagonist: -4%; TGFb inhibitor: inconclusive; Akt phos inh: inactive; EPAC2 ag: -11%

Results for O=C(COc1ccc([N+](=O)[O-])cc1Cl)Nn1cnnc1 ?
MmCpn inh: 2%; A549 tox: 2%; CCT modulator: -2.4; Nrf2 block: inconclusive; Nrf2 ARE act: 0.1%; EPAC2 antagonist: -12%; TGFb inhibitor: 1%; Akt phos inh: inactive; EPAC2 ag: 2%

What do the screens show for `COC(=O)c1ccc(CNC(=O)COC(=O)CCC(=O)c2ccc(F)cc2)cc1`?
MmCpn inh: -2%; A549 tox: -2%; CCT modulator: 0.0; Nrf2 block: 12%; Nrf2 ARE act: -0.6%; EPAC2 antagonist: 3%; TGFb inhibitor: 8%; Akt phos inh: inactive; EPAC2 ag: 0%

What do the screens show for `CC(=O)OCc1c(C(F)(F)F)nn(C)c1SCc1ccc(Cl)cc1`?
MmCpn inh: 1%; A549 tox: -1%; CCT modulator: -6.5; Nrf2 block: -21%; Nrf2 ARE act: -0.5%; EPAC2 antagonist: 10%[57.1 µM]; TGFb inhibitor: 37%[activator]; Akt phos inh: inactive; EPAC2 ag: -12%

Results for CCOC(=O)c1c(-c2ccccc2)oc2ccc(N(C(C)=O)S(=O)(=O)c3ccccc3)cc12 ?
A549 tox: 1%; Nrf2 block: 0%; Nrf2 ARE act: 0.6%; TGFb inhibitor: -10%

How did O=C(COC(=O)c1ccccc1NC(=O)c1ccco1)NCCC1=CCCCC1 do in these assays?
MmCpn inh: -6%; A549 tox: -8%; CCT modulator: 0.1; Nrf2 block: inconclusive; Nrf2 ARE act: inconclusive; EPAC2 antagonist: -2%; TGFb inhibitor: 0%; Akt phos inh: inactive; EPAC2 ag: -6%

How did CC(Cc1ccccc1)=NNS(=O)(=O)c1ccc([N+](=O)[O-])cc1 do in these assays?
A549 tox: 1%; CCT modulator: -0.4; Nrf2 block: -7%; Nrf2 ARE act: 0.3%; EPAC2 antagonist: -11%; TGFb inhibitor: 0%; Akt phos inh: inactive; EPAC2 ag: 14%

What do the screens show for `COc1ccc2oc(=O)cc(CN3CCN(c4ccc(F)cc4)CC3)c2c1`?
A549 tox: -3%; Nrf2 block: inconclusive; Nrf2 ARE act: 0.7%; TGFb inhibitor: inconclusive

Results for Cc1ccc(/C=C2/NC(=O)N(Cc3ccccc3)C2=O)s1 ?
MmCpn inh: 0%; A549 tox: -3%[1.84 µM]; CCT modulator: -3.4; Nrf2 block: inconclusive; Nrf2 ARE act: 3.5%; EPAC2 antagonist: 10%; TGFb inhibitor: 25%; Akt phos inh: inactive; EPAC2 ag: 26%

How did COc1ccccc1OCC(=O)/C=C1/N(C)c2ccccc2C1(C)C do in these assays?
MmCpn inh: inconclusive; A549 tox: -8%; CCT modulator: 1.8; Nrf2 block: inconclusive; Nrf2 ARE act: 0.3%; EPAC2 antagonist: -14%; TGFb inhibitor: -1%; Akt phos inh: inactive; EPAC2 ag: 24%

What do the screens show for `Oc1ccc(/C=N/Nc2ccc(Cl)nn2)c(O)c1O`?
MmCpn inh: -3%; A549 tox: -13%; CCT modulator: -0.4; Nrf2 block: -24%; Nrf2 ARE act: 3.2%; EPAC2 antagonist: 2%; TGFb inhibitor: inconclusive; Akt phos inh: inactive; EPAC2 ag: 2%
